HTR5A ag – counter-screen for OPRM1-OPRD1 agonists: human HTR5A agonism. 340,000 tested, 0.61% active. P47898. activation, % at 9.3 µM. HTR5A agonist assay, luminescence, cell-based; in the data active = activation mostly above about 9.5%, no sharp cut-off; inactive = mostly below about 7.6%;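 note: 0% = cells with vehicle only and 100% = reference agonist; strong numbers were not always called active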
Target sequence (P47898 whole entry, looked up): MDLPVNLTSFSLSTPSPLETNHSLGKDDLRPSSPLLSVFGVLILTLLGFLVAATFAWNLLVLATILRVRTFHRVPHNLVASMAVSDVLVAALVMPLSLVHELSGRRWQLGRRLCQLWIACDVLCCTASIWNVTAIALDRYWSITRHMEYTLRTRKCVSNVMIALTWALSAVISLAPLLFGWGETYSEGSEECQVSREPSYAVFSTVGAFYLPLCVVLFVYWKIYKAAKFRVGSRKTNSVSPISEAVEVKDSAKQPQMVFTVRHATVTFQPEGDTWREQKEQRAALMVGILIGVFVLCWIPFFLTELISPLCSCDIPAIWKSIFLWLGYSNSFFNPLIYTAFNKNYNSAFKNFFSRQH
phage Ecoli inh – E. coli growth loss with phage present; growth absorbance; inhibition, % at 11.9 µM; 360,000 tested, 0.26% active; AID 651602; in the data active = inhibition above about 11%
AddAB inh – less growth of phage-infected E. coli with AddAB | E. coli expressing H. pylori AddAB, absorbance growth | inhibition, % at 11.9 µM | 330,000 tested, 0.29% active | AID 435030; in the data active = inhibition above about 12%;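 note: 0% = vehicle wells of infected cells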
PKA-R2B activ – activators of human PKA-R2B complex; PKA-R2B holoenzyme dissociation, Cy5-IP20 fluorescence polarization; R2B truncated from residue 108, S112A mutant; 0% DMSO only, 100% 113 µM cGMP; activation, % at 11.4 µM; AID 504700; 340,000 tested, 0.079% active; P22694+P31323;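 active = activation above a cutoff set at the mean over all compounds plus 3 SD, cut at about 18% in these data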;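 note: higher means more holoenzyme dissociation and a rise in polarization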
Ecoli viability – reduces bacterial viability in AddAB counter-screen; E. coli V3065 growth, OD600 absorbance, 18 h; inhibition, % at 11.9 µM; 330,000 tested, 0.27% active;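 active = inhibition above the campaign's mean inhibition across all tested compounds plus 3 SD, cut at about 9.9% in these data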;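 note: uninfected addAB+ strain grown without phage in ampicillin broth; 0% = DMSO wells and 100% = ciprofloxacin 0.95 µg/ml wells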
Mot1-301 SUMO – SUMOylation pathway inhibition by Mot1-301 growth rescue. growth rescue, % at 18.8 µM. S. cerevisiae Mot1-301 growth rescue, ATP luminescence, 38.5C; percent above DMSO median, 100 means doubled. 320,000 tested, 1% active;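 active = every valid replicate shows activation above 250% relative to neutral control wells; inactive = the rest, any valid replicate at or below 250%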;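 note: OY570 slx delta 5 strain wells were the positive control but not used for scaling; some compounds called inactive have numbers as strong as hits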
Tat export inh – E. coli Tat transport inhibition. 340,000 tested, 0.036% active. inhibition, % at 10 µM. E. coli MC4100 TorA-mCherry Tat export, fluorescence;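 active = mean replicate inhibition at least 50% and at least half of replicates individually reaching 50%; inconclusive = only one of the two criteria met; inactive = neither criterion met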;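 note: exported cargo escapes ClpAP degradation while cytoplasmic cargo is degraded and loses fluorescence; 0% = median of neutral control wells and 100% = median of NaSCN control wells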
PKA-R1A act – activates the PKA-R1A holoenzyme complex; P00514+P68181; PKA-R1A dissociation, Cy5-IP20 fluorescence polarization; scaled: DMSO 0%, 113 µM cGMP 100%; activation, % at 11.4 µM; 340,000 tested, 0.083% active; AID 504707;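 active = percent activation above the mean of all tested compounds plus 3 SD, cut at about 19% in these data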;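 note: higher means more PKAc released from R1A so a rise in polarization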
DAGLB inhibitor – blocks human DAGLB lipase activity; Q8NCG7; HEK293T DAGLB membrane lysate, EnzChek fluorogenic substrate; inhibition, % at 5.17 µM; 340,000 tested, 0.059% active; AID 504411; in the data active = inhibition above about 34%;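 note: 0% = enzyme with vehicle and 100% = wells lacking enzyme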
Target sequence (Q8NCG7 whole entry, looked up): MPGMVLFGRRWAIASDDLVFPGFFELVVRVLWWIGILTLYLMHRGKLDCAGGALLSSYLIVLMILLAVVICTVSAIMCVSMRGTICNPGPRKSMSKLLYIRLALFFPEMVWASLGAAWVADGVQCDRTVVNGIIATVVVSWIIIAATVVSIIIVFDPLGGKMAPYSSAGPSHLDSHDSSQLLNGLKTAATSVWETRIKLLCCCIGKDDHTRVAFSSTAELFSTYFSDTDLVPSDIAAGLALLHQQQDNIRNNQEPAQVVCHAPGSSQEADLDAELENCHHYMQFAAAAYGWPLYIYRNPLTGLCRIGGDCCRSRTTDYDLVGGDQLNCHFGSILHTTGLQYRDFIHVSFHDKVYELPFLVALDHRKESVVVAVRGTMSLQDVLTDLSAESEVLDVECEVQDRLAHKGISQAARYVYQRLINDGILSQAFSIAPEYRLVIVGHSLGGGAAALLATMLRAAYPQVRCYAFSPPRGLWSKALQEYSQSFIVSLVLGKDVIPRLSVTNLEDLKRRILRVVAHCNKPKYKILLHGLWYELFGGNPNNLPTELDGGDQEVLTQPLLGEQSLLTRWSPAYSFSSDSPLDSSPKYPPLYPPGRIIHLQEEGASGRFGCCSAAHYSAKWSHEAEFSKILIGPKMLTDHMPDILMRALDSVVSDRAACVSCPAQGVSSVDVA
HTR5A inv ctr – inverse agonist of human HTR5A in OPRM1-OPRD1 counter-screen; HTR5A cell line, luminescence, inverse agonism; inhibition, % at 9.3 µM; 340,000 tested, 0.083% active; AID 504634; in the data active = inhibition mostly above about 23%, no sharp cut-off; inactive = mostly below about 18%;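 note: 0% = cells with DMSO and 100% = no-cell wells with DMSO; some compounds called inactive have numbers as strong as hits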
CDK5 p35 inh – blocks human CDK5/p35 kinase activity. inhibition, % at 10 µM. Q00535+Q15078. AID 488839. Recombinant CDK5/p35, ADP-Glo luminescence, 60 min. 330,000 tested, 0.01% active;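 active = highest replicate inhibition of at least 50% and at least 75% of replicates reaching 50%; inconclusive = only one of the two criteria met; inactive = both criteria failed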;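 note: plate controls were DMSO neutral control for no effect and GW8510 at 10 µM for full effect; many of its hits are not listed in these tables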
* marks the source's active call; other numbers are inactive results; ? = inconclusive; · = no result given.

Results follow in this order: Tat export inh, HTR5A ag, DAGLB inhibitor, PKA-R1A act, phage Ecoli inh, Ecoli viability, CDK5 p35 inh, Mot1-301 SUMO, PKA-R2B activ, HTR5A inv ctr, AddAB inh
[1] COc1ccc(NC(=O)N2CCC(n3cnc4ccccc43)CC2)cc1
→ -12, -3, -1, -3, 1.8, -0.9, 1.5, 1, -5, 16, 1.5
[2] COc1ccccc1Nc1nc(N)nc(CSCCO)n1
→ 5, 4, 2, -14, 2.4, -1.4, 0.6, -15, 4, -3, 0.6
[3] Cc1c(NC(=O)c2cc(-c3ccccc3O)on2)c(=O)n(-c2ccccc2)n1C
→ 0, 3, 2, 10, 2.8, 1.5, 0.4, 441*, 4, 6, 0.7
[4] CCOC(=O)Cn1c2c(c(=N)c3c1CCC3)CCC2
→ 2, 2, -1, -3, -3.4, -0.8, -4.2, 2, -10, -31, 3.1
[5] CCN(CC(=O)Nc1ccc(OC)cc1)C(=O)CSCC(=O)Nc1ccc(C)cc1
→ 1, 0, 0, -8, -0.5, 2.4, -0.1, 4, 2, -2, -1.9
[6] COc1cc(C(=O)OCC(=O)N(CC(C)C)C2CCS(=O)(=O)C2)ccc1OCC(C)C (stereo not given)
→ 3, 1, 3, 0, -1.3, 1.1, -0.3, 2, 6, -8, -0.2
[7] COc1ccc(CCNc2cn[nH]c(=O)c2Cl)cc1OC
→ 2, -6, 0, 6, 1.8, 1.8, 1.3, -6, -2, 15, 5.0
[8] CC(=O)c1ccc(OCCCC(=O)Nc2cccc(S(=O)(=O)N3CCOCC3)c2)cc1
→ -2, 3, -2, -1, 3.6, -0.1, 4.7, 0, -5, -11, 0.6
[9] O=C1NC2c3c(I)sc(I)c3C(=O)C2O1 (stereo not given)
→ -8, -2, -3, -4, 0.5, ·, 0.7, ·, 7, 7, ·
[10] COc1ccc(C(=O)NCc2ccc(Cl)cc2)cc1S(=O)(=O)N1CCCC1
→ 3, 0, 0, -2, 1.1, 0.9, 0.1, 7, 0, 1, 1.7
[11] COc1cccc(C(=O)Nc2ccc(-n3nncc3C(C)(C)C)cc2)c1
→ -4, -6, 1, -10, 0.0, -0.7, 0.4, 7, 7, 1, 0.3
[12] Cc1c(C(=O)O)sc2ncnc(N3CCCCC3C)c12 (stereo not given)
→ -2, -2, 0, 1, 0.9, 1.1, -2.0, 5, -12, -1, 0.5
[13] CCOC(=O)Cc1nn(Cc2nc(-c3ccc(C)cc3)cs2)c(=O)c2ccccc12
→ 3, 1, -5, 1, -0.7, -1.8, -1.2, -8, 2, -2, -0.4
[14] Cc1cc(NS(=O)(=O)c2ccc(NC(=O)Cc3ccccc3)cc2)nc(C)n1
→ -3, -4, 0, 1, 2.3, 0.3, -0.7, -7, 2, 16, 2.1
[15] Cc1cc(NC(=O)CSc2ccc3nnc(-c4ccc(F)cc4)n3n2)no1
→ 9, 2, 1, -3, 1.8, 1.3, -1.0, -2, -2, -16, 0.2
[16] Fc1cc(F)cc(NC(=S)NCCCN2CCOCC2)c1
→ 0, -3, -1, -1, 4.5, -0.4, 2.0, 3, 2, 7, 3.2
[17] O=C(c1cccc(C(=O)N2CCN(c3ccc(F)cc3)CC2)c1)N1CCN(c2ccc(F)cc2)CC1
→ 3, 1, 0, -5, ·, 0.2, -0.7, 374, -2, -23, 1.4
[18] COc1cccc(/C=N/NC(=O)CCCc2ccc(OC)c(C)c2)c1
→ 1, -2, -4, -6, 2.1, -0.1, 1.8, -3, -10, -11, 0.0
[19] O=C(O)c1cc(N2CCCCC2)ccn1
→ -18, 1, 1, -3, 3.1, ·, 0.9, ·, 4, -2, ·
[20] CCCCN(C)CCNC(=O)Cn1c(=O)sc2ccccc21
→ 0, -1, 2, 6, 3.6, 3.3, 0.8, 88, -1, 2, 3.8
[21] CN=C1S/C(=C/c2cn(CC(=O)OC)c3ccccc23)C(=O)N1C
→ 4, 0, -1, -9, -2.4, 1.1, 7.4, -3, -4, -9, 2.5
[22] Cc1ccc(-n2c(CNc3ccc(C)c(Cl)c3)n[nH]c2=S)cc1
→ 2, -6, 11, -1, 4.2, 0.7, 2.3, -21, -2, 14, -0.4
[23] CCOC(=O)c1c(C)n(C)c2ccc(OC)c(NC(=O)CN3CCC4(CC3)OCCO4)c12
→ 9, -3, -2, 1, -0.2, -1.0, -1.0, -15, -1, -7, 2.9
[24] CCn1nnnc1NCc1cccc(Cl)c1
→ 1, 2, -2, 3, 1.2, 0.8, 1.3, 2, 7, 20, 0.7
[25] COc1cccc(CN2CCNC(=O)C2CC(=O)NCCCn2ccnc2)c1 (stereo not given)
→ -5, 2, 1, -8, -1.4, 0.9, -0.9, -13, 1, -32, 0.9
[26] COc1ccc2cc(S(=O)(=O)N3CCN(C)CC3)ccc2c1
→ -6, 1, 0, -3, -0.5, 1.3, 0.2, 1, -6, -22, -0.2
[27] O=C(Nc1ccc(N2CCOCC2)c(S(=O)(=O)Nc2ccccc2Cl)c1)c1ccccc1
→ -17, 2, -2, -2, 2.8, 0.0, -0.8, 5, 6, 6, -0.3
[28] O=C(NC1CCCCC1)N(Cc1ccc(F)cc1)Cc1nc2ccccc2c(=O)[nH]1
→ 4, 2, -5, -6, 3.4, -2.5, 3.1, 33, -5, -33, 0.2
[29] O=C(NCC1CCCO1)C1CCN(S(=O)(=O)Cc2ccccc2)CC1 (stereo not given)
→ 1, -2, -1, -6, 3.2, -2.5, 0.7, 12, 8, 4, 1.0
[30] COc1cccc(-c2nc(-c3ccccc3)no2)c1
→ -3, 0, -6, -8, 2.7, -1.6, -1.9, 20, -4, -5, -2.0
[31] O=C(N/N=C/c1ccc(F)cc1)c1cccc(NC(=O)c2ccc(F)cc2)c1
→ 6, 2, 1, 0, 1.5, -1.5, 0.0, -8, -13, -35, 0.8
[32] CCOC(=O)N/N=C/c1cn(CCCOc2ccc(C)cc2)c2ccccc12
→ -8, 2, -1, -3, 2.0, 0.7, 0.9, -6, -4, -4, 4.1
[33] COc1cc2c(cc1OC)[C@@H]1Cc3ccc(OC)c(OC)c3CN1CC2
→ 1, -3, -1, -2, 2.5, -1.2, -1.6, 203, -5, 12, 0.3
[34] O=C(COC(=O)C1CCN(S(=O)(=O)c2cccs2)CC1)c1ccccc1
→ 1, -3, -3, -9, 0.6, 0.2, -0.7, 39, 2, 7, -1.0
[35] O=C(COc1ccc(Br)cc1CO)Nc1ccc(F)cc1
→ -3, -9, 0, -8, 0.2, 2.3, -0.5, 1, -6, -14, -0.9
[36] CN(C)CCCn1c(SCC(=O)N2CC(=O)Nc3ccccc32)nc2ccccc2c1=O
→ 0, 1, 1, -4, -2.5, -2.3, 0.6, 0, -9, -2, 5.8
[37] COc1ccc(CCNC(=O)C2CCN(c3nn4c(=O)cc(C)nc4s3)CC2)cc1OC
→ -7, -4, 1, -4, 2.0, 0.7, 1.3, -7, 0, 14, -0.6
[38] CCOC(=O)c1c(O)c(O)c(C(=O)OCC)n1-c1ccccc1
→ 2, -4, 0, -16, 3.7, 0.0, 0.9, 81, -3, -41, 7.6
[39] CS(=O)(=O)c1cccc(C(=O)Nc2ccc3c(c2)OCCCO3)c1
→ 0, -5, 1, -8, 1.0, -3.0, -0.2, 186, 11, 21, 0.8
[40] COc1cc2c(cc1NC(=O)CSc1nc3cc(Cl)ccc3s1)oc1ccccc12
→ -5, -1, -4, 5, 3.5, 3.6, 0.4, -7, -2, 2, 3.9
[41] Cc1cccc(Oc2ccc(C(=O)NC3CCSC3=O)cn2)c1C (stereo not given)
→ -2, 11, -3, 5, 1.5, -2.8, 0.2, 4, -3, 2, -1.5
[42] CC(=O)N1CCc2cc(S(=O)(=O)N3c4ccccc4CC3C)ccc21 (stereo not given)
→ -5, 4, -1, 4, 4.9, -2.2, 0.6, -7, 4, -4, -0.8
[43] CCN1CCN(Cc2ccc(NC(=O)c3ccc(C)c(NC(=O)c4cccc(-c5cn[nH]c(=O)c5)c4)c3)cc2C(F)(F)F)CC1
→ 9, -5, -3, -8, ·, -2.2, 0.5, -23, 4, 12, 0.5
[44] O=C(c1ccc2oc(CCc3ccccc3)nc2c1)N1CCC(O)CC1
→ -2, 0, 1, 6, 4.0, 1.4, 1.7, -4, 6, 10, 2.9
[45] COc1cc(CN2CCCCCC2)cc(OC)c1
→ 11, -1, 1, 4, 2.1, 1.6, 1.5, 4, 11, 2, 2.8
[46] Nc1c(C(=O)N/N=C/c2ccccc2Cl)oc2nc(-c3ccccc3)cc(-c3ccco3)c12
→ 1, ·, ·, ·, 2.2, 0.7, -0.1, 8, ·, ·, 2.7
[47] CC(C)C(NC(=O)c1ccccc1NC(=O)c1ccccc1)C(=O)NCCCn1ccnc1 (stereo not given)
→ 3, 3, -6, 7, ·, 3.7, -1.0, 92, -1, -2, 5.9
[48] CCOCCCNC(=O)C1(O)c2ccccc2NC(=O)N1c1ccc(Cl)c(Cl)c1 (stereo not given)
→ 2, 2, 3, 11, 0.7, 2.1, 1.8, -5, 6, -8, 3.2
[49] COc1ccc(-n2c(C)nc(=O)c(-c3ccccc3)c2C)cc1
→ 0, 0, 1, -12, 3.2, -1.8, 0.1, -6, -4, -37, 0.6
[50] CSc1nc2ccc(S(=O)(=O)N3CCOCC3)cc2s1
→ -2, 6, -2, 6, 1.9, 2.7, -1.5, 61, 12, -17, 1.1
[51] COCCC1CCCCN1C(=O)c1cccc(OC2CCN(S(C)(=O)=O)CC2)c1 (stereo not given)
→ ?, -1, 1, -4, -0.9, ·, 2.1, -5, -7, 4, ·
[52] COc1ccc(C(=O)Nc2ccc3c(c2)CCCN3C(=O)c2cccs2)c(OC)c1
→ 14, 8, 0, -17, 2.5, -1.4, -1.0, 27, -6, -35, 3.4
[53] Cc1ccc(-c2noc(-c3ccccc3C(=O)N3CCCC3)n2)cc1
→ 3, -1, -3, -2, 2.0, -0.3, -2.4, 4, -10, -7, -0.7
[54] Cc1ccc(OCC(=O)N/N=C/c2cccc3cccnc23)cc1
→ -3, -2, -3, -13, 2.4, -0.4, -2.7, 5, -6, 9, 0.1
[55] CC(=O)N[C@@H](Cc1c[nH]c2ccccc12)C(=O)NC1CCCc2ccccc21 (stereo not given in full)
→ -8, 0, -2, -4, 0.4, -3.5, -0.3, -4, 0, -14, 3.4
[56] CN(C)c1ccc(/C=N/NC(=O)c2ccccn2)cc1
→ -2, -3, 1, 2, -0.6, 2.1, 7.7, -11, 1, -12, 3.6

Compound activity deposited in PubChem BioAssay by several laboratories.
